PfHsp90 yeast 2 – growth inhibition of PfHsp90-expressing yeast, primary screen, antimalarial PfHsp90 inhibitor project, S. cerevisiae, BacTiter-Glo luminescence, single point, set 2; BacTiter-Glo ATP, 48 h; yeast lacking PDR1 and PDR3 efflux regulators; AID 504621, 2011; 310,000 tested, 0.32% active; inhibition, % at 9.4 µM;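 active means every replicate shows inhibition above about 80%, whatever the replicate mean, limit read from the data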;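 further: 0% = DMSO neutral controls and 100% = 20 µM radicicol positive controls; yeast relying on Plasmodium falciparum Hsp90 in place of its own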
DSG3 Ab inh – inhibitors of pemphigus antibody binding to DSG3, primary screen, biochemical, bead-based, flow cytometry, scFv-GFP | Desmoglein-3 (Homo sapiens), P32926 | DSG3-coupled beads, scFv-anti-DSG3-GFP binding; stronger effect = lower value | binding (percent of control), % at 10 µM | 310,000 tested, 0.48% active;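 active means binding more than 3 SD below its plate's average and above zero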;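 further: hits lower antibody fragment binding to DSG3; some compounds called inactive have numbers as strong as hits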
HTR5A inv ag – HTR5A inverse agonists in luminescence cell assay, primary screen, counter-screen for OPRM1-OPRD1 heterodimer inverse agonist project, full-deck HTS | 340,000 tested, 0.083% active | 5-hydroxytryptamine receptor 5A (Homo sapiens), P47898 | AID 504634, 2011 | inhibition, % at 9.3 µM | HTR5A cell line, inverse agonism; in the data active means inhibition mostly above about 23%, no sharp cut-off; inactive means mostly below about 18%;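 further: 0% = cells with DMSO and 100% = no-cell wells with DMSO; some compounds called inactive have numbers as strong as hits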
Target sequence (P47898 whole entry, looked up): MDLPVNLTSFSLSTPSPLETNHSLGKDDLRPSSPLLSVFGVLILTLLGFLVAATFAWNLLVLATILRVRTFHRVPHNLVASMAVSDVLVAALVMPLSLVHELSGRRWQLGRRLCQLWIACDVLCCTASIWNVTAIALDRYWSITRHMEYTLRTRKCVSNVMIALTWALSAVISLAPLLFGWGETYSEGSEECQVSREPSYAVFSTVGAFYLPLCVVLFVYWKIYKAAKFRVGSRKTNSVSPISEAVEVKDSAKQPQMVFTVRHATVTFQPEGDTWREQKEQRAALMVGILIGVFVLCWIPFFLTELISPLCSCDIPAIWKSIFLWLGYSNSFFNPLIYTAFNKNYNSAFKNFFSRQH
phage Ecoli inh – growth loss of phage-infected E. coli, primary screen, RecBCD inhibitor project, absorbance, with phage, HTS; inhibition, % at 11.9 µM; 360,000 tested, 0.26% active; AID 651602, 2012; in the data active means inhibition above about 11%
AddAB inh – growth inhibition of E. coli expressing H. pylori AddAB, primary screen, AddAB inhibitor project, absorbance. inhibition, % at 11.9 µM. 330,000 tested, 0.29% active; in the data active means inhibition above about 12%;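 further: 0% = vehicle wells of infected cells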
E coli growth – E. coli V3065 growth inhibition, primary screen, counter-screen for AddAB inhibitor project, absorbance, OD600 | inhibition, % at 11.9 µM | 330,000 tested, 0.27% active | 18 h;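 active means inhibition above the campaign's mean inhibition across all tested compounds plus 3 SD, cut at about 9.9% in these data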;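 further: uninfected addAB+ strain grown without phage in ampicillin broth; 0% = DMSO wells and 100% = ciprofloxacin 0.95 µg/ml wells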
OPRM1-OPRD1 ag – agonists of OPRM1-OPRD1 heterodimerization, primary screen, cell-based, luminescence; Mu-type opioid receptor (Homo sapiens) + Delta-type opioid receptor (Homo sapiens), …; cells; activation, % at 9.3 µM; 340,000 tested, 0.3% active; AID 504326, 2011; in the data active means activation above about 18%;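 further: 0% = vehicle-treated cells and 100% = reference agonist; values of inactives mirror those of a sister screen read the other way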
MOR-DOR inv ag – inverse agonists of MOR-DOR heterodimerization, primary screen, cell-based, luminescence. inhibition, % at 9.3 µM. 340,000 tested, 0.21% active. cell-based MOR-DOR heterodimer luminescence, inverse agonism. AID 504357, 2011. Mu-type opioid receptor (Homo sapiens) + Delta-type opioid receptor (Homo sapiens), …; in the data active means inhibition above about 22%, passing the limit was not always enough;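 further: 0% = cells with DMSO and 100% = wells without cells with DMSO; values of inactives mirror those of a sister screen read the other way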
PKA-R1A activ – activators of PKA-R1A holoenzyme, primary screen, biochemical, fluorescence polarization, Cy5-IP20, bovine R1A, mouse PKAc; PKA-R1A dissociation; scaled: DMSO 0%, 113 µM cGMP 100%; activation, % at 11.4 µM; 340,000 tested, 0.083% active; AID 504707, 2011;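 active means percent activation above the mean of all tested compounds plus 3 SD, cut at about 19% in these data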;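 further: higher means more PKAc released from R1A so a rise in polarization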
HTR5A ag – HTR5A agonists in luminescence cell assay, primary screen, counter-screen for OPRM1-OPRD1 heterodimer agonist project, full-deck HTS; cell-based; activation, % at 9.3 µM; 340,000 tested, 0.61% active; in the data active means activation mostly above about 9.5%, no sharp cut-off; inactive means mostly below about 7.6%;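 further: 0% = cells with vehicle only and 100% = reference agonist; strong numbers were not always called active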
Mot1-301 SUMO – yeast Mot1-301 growth rescue at high temperature, primary screen, SUMOylation pathway inhibitor project, S. cerevisiae, ATP luminescence, 38.5C | AID 2716, 2010 | S. cerevisiae Mot1-301 growth rescue; percent above DMSO median, 100 means doubled | 320,000 tested, 1% active | growth rescue, % at 18.8 µM;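 active means every valid replicate shows activation above 250% relative to neutral control wells; inactive means the rest, any valid replicate at or below 250%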;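 further: OY570 slx delta 5 strain wells were the positive control but not used for scaling; some compounds called inactive have numbers as strong as hits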
Numbers without * were called inactive; . = not tested or not shown.

No. | canonical_smiles | AddAB inh | DSG3 Ab inh | PfHsp90 yeast 2 | Mot1-301 SUMO | phage Ecoli inh | OPRM1-OPRD1 ag | E coli growth | HTR5A ag | PKA-R1A activ | HTR5A inv ag | MOR-DOR inv ag
1 | Cc1cc(N)nc(=O)n1C1CC(O)C(CO)O1 (stereo unspecified) | . | 96 | 35 | . | 3.8 | 2.5 | . | 1 | 4 | -3 | -11
2 | O=c1[nH]c2ccccc2n1C1CCCCC1 | 0.5 | 100 | 4 | -3 | 1.2 | -1.5 | 0.9 | 4 | 5 | 5 | 8
3 | CCCSc1nc2c(c(=O)[nH]c(=O)n2C)n1CC(O)COc1ccccc1 (stereo unspecified) | 5.4 | 112 | 0 | -19 | 1.0 | 1.8 | 0.7 | -1 | 8 | -4 | -9
4 | CCCS(=O)(=O)c1c(S(=O)(=O)CCC)c2ccc(C(N)=O)cn2c1C(=O)c1ccc(OC)cc1 | 1.9 | . | 23 | -4 | 1.6 | -0.4 | -0.6 | -3 | 0 | 8 | 2
5 | O=C(CCSc1nnc(-c2ccncc2)o1)Nc1ccc(Cl)cc1 | -2.1 | . | 96* | 450* | 2.4 | -0.2 | -2.7 | 12 | 6 | 2 | 1
6 | O=C(Nc1ccc(Cl)cc1)C1=Cc2ccccc2OC1 | 1.7 | 94 | 17 | 594* | 3.9 | 9.4 | 1.9 | -5 | -6 | 14 | -53
7 | CN(C)CCNC(=O)c1ccc(COc2ccc(Cl)cc2Cl)cc1 | -0.5 | 99 | . | 12 | 2.5 | 0.5 | -3.1 | 4 | -8 | -3 | -2
8 | COc1ccc(-c2nc(=S)c3c(n2Cc2cccnc2)CC(C)(C)OC3)cc1 | 2.3 | 109 | -3 | 38 | -0.2 | -6.5 | -1.5 | 1 | 10 | -23 | 33*
9 | N#Cc1ccc(-c2ccccc2)nc1SCC(=O)c1cccc(Cl)c1 | -0.4 | 111 | -15 | 63 | -0.5 | 0.3 | -3.1 | -2 | 0 | 3 | -2
10 | O=C(O)C(c1ccccc1)C(O)c1ccc2c(c1)OCO2 (stereo unspecified) | . | 96 | -6 | . | 0.4 | -2.1 | . | 4 | -4 | -15 | 11
11 | CC(C)Sc1ccccc1C(=O)Nc1ccc2c(c1)n(C)c(=O)n2C | . | 98 | -7 | -5 | 0.4 | -2.8 | . | -2 | -2 | 8 | 13
12 | CN1CCN(C(=S)c2ccc([N+](=O)[O-])cc2)CC1 | 2.4 | 108 | 1 | 3 | 2.2 | -2.9 | -0.5 | 4 | -3 | -10 | 13
13 | CC1(c2ccc3c(c2)OCO3)NC(=O)N(CC(=O)NCCC2=CCCCC2)C1=O (stereo unspecified) | -0.2 | . | -13 | 0 | 2.7 | -0.5 | 1.5 | 9 | -9 | -24 | 3
14 | O=[N+]([O-])c1ccc(CNc2cccc(Cl)c2)s1 | 3.5 | 121 | -10 | -7 | 0.8 | 4.7 | 2.8 | -1 | 2 | 2 | -23
15 | O=C(NN=Cc1ccc2c(c1)OCO2)c1ccncc1 | . | 94 | 16 | . | 0.2 | -0.6 | . | -3 | 5 | 13 | 3
16 | CCn1cc(C(=O)O)c(=O)c2cc(OC)ccc21 | 9.6 | 101 | -14 | -3 | -0.9 | -3.2 | 3.4 | 3 | -3 | -9 | 16
17 | CCOC(=O)CN(C(=O)CNC(=O)c1ccco1)C(C(=O)NC1CCCCC1)c1cccs1 (stereo unspecified) | 1.0 | 101 | 20 | -20 | 0.6 | -1.6 | -2.5 | 3 | 7 | -11 | 8
18 | O=c1cc(-c2ccccc2Cl)oc2c(Br)ccc(O)c12 | 1.4 | 97 | 14 | -6 | 0.5 | 1.7 | -2.4 | 5 | -17 | 14 | -10
19 | Cc1ccc(C(=O)OCC(=O)NCCNC(=O)COC(=O)c2ccc(C)o2)o1 | -0.9 | 103 | 3 | 166 | 4.3 | -1.0 | 2.9 | 0 | -6 | -1 | 6
20 | CCN(CC)c1ccc(N)cc1S(=O)(=O)Nc1ccc(OC)cc1 | 1.1 | 77 | 3 | 2 | -2.6 | -0.5 | 0.2 | 0 | -4 | 0 | 3
21 | CCOc1ccccc1C(=O)Nc1ccc(S(=O)(=O)N2CCN(C)CC2)cc1 | . | 116 | 27 | -3 | 1.4 | -1.9 | . | 2 | 7 | -5 | 10
22 | COc1cccc(NC(=O)c2ccc(CN3CCN(c4ccccc4)CC3)cc2)c1 | 3.3 | 105 | -27 | 11 | 2.2 | 1.7 | -1.3 | 6 | -10 | -17 | -7
23 | NS(=O)(=O)c1ccc(CCNC(=O)CSc2ncnc3ccccc23)cc1 | 1.2 | 94 | 2 | -6 | 4.2 | -2.1 | -0.6 | -2 | -2 | -29 | 11
24 | CCN(CC)CCn1c(-c2ccc(C)cc2)nc(=S)c2c1CC(C)(C)OC2 | 0.6 | . | 17 | 0 | 4.3 | -0.9 | 1.6 | 2 | 2 | -6 | 4
25 | Cc1ccc2c(c1)C1CN(C)CCC1N2C(=O)c1cccc(S(=O)(=O)N(C)C)c1 (stereo unspecified) | -0.5 | 100 | 4 | . | 2.5 | . | 1.2 | . | -8 | . | .
26 | CCCNC(=O)c1ccc2c(=O)c(O)c(-c3cccc(Br)c3)[nH]c2c1 | 15* | 93 | -80 | -9 | 20* | -0.2 | 13* | 1 | 9 | 15 | 1
27 | CCN(CCCNC(=O)C1CCC(=O)N1Cc1ccc(F)cc1)c1cccc(C)c1 (stereo unspecified) | 0.6 | 105 | 15 | 9 | 1.6 | -0.2 | 1.9 | -13 | -2 | -1 | 1
28 | Fc1ccc(Nc2ccc3ccccc3n2)c(F)c1 | 0.5 | 107 | -7 | -18 | 4.4 | 1.5 | 0.0 | 8 | -13 | -8 | -8
29 | CCn1c(SCC(=O)C(C)(C)C)nnc1-c1cccnc1 | -0.9 | 122 | -37 | 6 | 1.2 | -4.1 | -0.7 | -1 | -3 | 14 | 19
30 | O=C(/C=C/c1ccc(N2CCCCC2)c([N+](=O)[O-])c1)c1ccc(O)cc1 | 3.0 | 104 | -15 | -22 | 2.0 | 0.3 | -2.1 | -1 | -12 | 3 | -1

Molecules above that contain fluorine:
No. | canonical_smiles | AddAB inh | DSG3 Ab inh | PfHsp90 yeast 2 | Mot1-301 SUMO | phage Ecoli inh | OPRM1-OPRD1 ag | E coli growth | HTR5A ag | PKA-R1A activ | HTR5A inv ag | MOR-DOR inv ag
27 | CCN(CCCNC(=O)C1CCC(=O)N1Cc1ccc(F)cc1)c1cccc(C)c1 (stereo unspecified) | 0.6 | 105 | 15 | 9 | 1.6 | -0.2 | 1.9 | -13 | -2 | -1 | 1
28 | Fc1ccc(Nc2ccc3ccccc3n2)c(F)c1 | 0.5 | 107 | -7 | -18 | 4.4 | 1.5 | 0.0 | 8 | -13 | -8 | -8

Further structures follow:
No. | canonical_smiles | AddAB inh | DSG3 Ab inh | PfHsp90 yeast 2 | Mot1-301 SUMO | phage Ecoli inh | OPRM1-OPRD1 ag | E coli growth | HTR5A ag | PKA-R1A activ | HTR5A inv ag | MOR-DOR inv ag
31 | CCCc1cc(=O)oc2cc(C)cc(OC(C)C(=O)NCC3CCC(C(=O)O)CC3)c12 (stereo unspecified) | 3.5 | 105 | -14 | -4 | 2.9 | -4.0 | 1.5 | 11 | -9 | 7 | 20
32 | O=C(N/N=C/C(Br)=C\c1ccccc1)c1n[nH]c2c1CCC2 | 6.9 | 97 | . | 141 | 5.4 | -1.8 | 6.7 | 0 | -10 | -24 | 10
33 | CCCCn1ccnc1C(=O)c1cc(S(=O)(=O)N2CCOCC2)ccc1C | 0.8 | 99 | . | -17 | 0.6 | 1.9 | -2.1 | -3 | -8 | -26 | -10
34 | COc1ccc(CN(CC(=O)NCc2ccc(F)cc2)C(=O)CCC(=O)Nc2cc(C)ccn2)cc1 | 2.7 | . | -12 | 11 | 1.7 | -0.8 | 0.2 | 3 | -8 | -7 | 6
35 | CCOC(=O)c1ccc(NC(=S)NCCc2ccc(OC)c(OC)c2)cc1 | -0.2 | . | -13 | -1 | 0.5 | -0.8 | -4.7 | 7 | 1 | -17 | 4
36 | O=C(Nc1ccc(S(=O)(=O)NC2=NCCCCC2)cc1)c1ccc(Cl)c([N+](=O)[O-])c1 | 0.2 | 106 | -34 | 0 | 3.1 | -0.9 | 2.3 | 4 | 3 | 7 | 3
37 | Cc1ccccc1/C=N/n1c(C2CCCCC2)n[nH]c1=S | -1.2 | 111 | -23 | -4 | 2.0 | 3.5 | 1.2 | -1 | 0 | 3 | -16
38 | CCOC(=O)C1CCN(C(=O)COc2ccc([N+](=O)[O-])cc2)CC1 | 0.0 | 100 | 10 | 5 | 4.3 | -0.5 | -1.0 | -3 | 1 | 8 | 3
39 | CC(=O)Nc1nnc(CSCc2ccccc2F)s1 | 4.4 | 104 | -36 | -15 | 0.4 | -2.2 | 1.6 | -3 | 5 | 0 | 11
40 | CCN(CC)C(=S)SC1=CCS(=O)(=O)C1 | 1.5 | 106 | -31 | 7 | 1.6 | . | -1.4 | . | . | . | .
41 | NC(=O)c1nsc(C(=O)N(c2cccc(F)c2)C(C(=O)NCC2CCCO2)c2ccc3ncccc3c2)c1N (stereo unspecified) | 0.5 | 98 | -3 | 4 | 0.4 | 0.4 | -0.6 | 3 | 1 | -13 | -3
42 | Cc1noc(C)c1S(=O)(=O)N(C)C[C@H]1Oc2c(NC(=O)Nc3ccccc3)cccc2C(=O)N([C@H](C)CO)C[C@@H]1C | 1.8 | 104 | -12 | -8 | 1.8 | -1.3 | 1.1 | 1 | 6 | -3 | 7
43 | c1ccc2[nH]c(CSc3nc4ccccc4o3)nc2c1 | 4.0 | 90 | -17 | 0 | 5.6 | 0.1 | 3.0 | 4 | 5 | 14 | -1
44 | COc1ccccc1N1CC(C(=O)OCC(=O)Nc2cc(C)on2)CC1=O (stereo unspecified) | . | 100 | . | . | 1.8 | -3.0 | . | -1 | -3 | 1 | 16
45 | Nc1ccccc1NC(=O)CCn1c(=S)[nH]c2ccccc2c1=O | -1.1 | 104 | -7 | 192 | 0.6 | -1.6 | -1.1 | -3 | -6 | 1 | 8
46 | CCC1(CC)C(=O)NN(c2ccccc2)C1=O | 0.5 | 72 | -12 | 3 | 3.6 | -1.8 | -2.2 | 1 | 3 | -2 | 10
47 | COc1ccccc1-c1nn2c(-c3ccco3)nnc2s1 | -1.8 | 97 | -1 | -4 | 0.7 | -0.1 | -2.2 | 0 | 9 | 7 | 1
48 | COCCOC(=O)C1=C(C)NC(=O)NC1c1ccc(-c2cc(Cl)ccc2Cl)o1 (stereo unspecified) | 1.0 | 104 | -4 | 157 | 2.9 | . | -1.4 | . | . | . | .

From PubChem
